Bioassay records deposited in PubChem BioAssay by The Scripps Research Institute Molecular Screening Center.
TEAD-YAP inh – TEAD-YAP interaction inhibition; HEK-TIYL cells, TEAD-Gal4/YAP UAS-luciferase luminescence; inhibition, % at 9.12 µM; hit rate 1.4% among 640,000; AID 1259422; in the data active = inhibition above about 32%;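 note: 0% = median of test compound wells and 100% = reference inhibitor wells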
GPR151 activ – activates the human receptor GPR151; PathHunter beta-arrestin GPR151 cells, luminescence; activation, % at 11.2 µM; hit rate 1% among 650,000; in the data active = activation above about 4.9%;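 note: 0% = median of compound wells and 100% = cells with positive control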
Target sequence (Q8TDV0 whole entry, looked up): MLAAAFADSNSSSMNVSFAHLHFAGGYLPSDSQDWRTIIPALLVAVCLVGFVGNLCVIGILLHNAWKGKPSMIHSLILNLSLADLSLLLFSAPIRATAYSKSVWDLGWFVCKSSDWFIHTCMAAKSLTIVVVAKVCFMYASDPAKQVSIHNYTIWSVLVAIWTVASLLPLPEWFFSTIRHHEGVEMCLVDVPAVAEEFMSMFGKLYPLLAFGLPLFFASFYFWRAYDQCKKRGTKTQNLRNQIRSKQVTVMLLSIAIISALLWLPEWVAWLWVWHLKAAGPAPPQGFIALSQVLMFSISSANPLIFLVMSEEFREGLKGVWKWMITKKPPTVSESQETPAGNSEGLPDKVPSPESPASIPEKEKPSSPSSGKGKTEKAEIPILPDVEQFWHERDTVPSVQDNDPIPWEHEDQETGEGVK
FBW7 activator – activators of human E3 ligase FBW7. Q969H0. AlphaScreen FBW7–phospho-cyclin E peptide binding, activator screen. normalized activity (activation), % at 26.1 µM. hit rate 0.13% among 650,000; in the data active = normalized activity above about 1.9%;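 note: purified mutant Fbw7 with reduced substrate affinity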
MITF primary – human MITF inhibition, primary screen; AlphaScreen MITF homodimerization, bead proximity signal; inhibition, % at 2.6 µM; hit rate 0.91% among 650,000; in the data active = inhibition above about 50%;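 note: 0% = vehicle wells with protein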
Target sequence (O75030 whole entry, looked up): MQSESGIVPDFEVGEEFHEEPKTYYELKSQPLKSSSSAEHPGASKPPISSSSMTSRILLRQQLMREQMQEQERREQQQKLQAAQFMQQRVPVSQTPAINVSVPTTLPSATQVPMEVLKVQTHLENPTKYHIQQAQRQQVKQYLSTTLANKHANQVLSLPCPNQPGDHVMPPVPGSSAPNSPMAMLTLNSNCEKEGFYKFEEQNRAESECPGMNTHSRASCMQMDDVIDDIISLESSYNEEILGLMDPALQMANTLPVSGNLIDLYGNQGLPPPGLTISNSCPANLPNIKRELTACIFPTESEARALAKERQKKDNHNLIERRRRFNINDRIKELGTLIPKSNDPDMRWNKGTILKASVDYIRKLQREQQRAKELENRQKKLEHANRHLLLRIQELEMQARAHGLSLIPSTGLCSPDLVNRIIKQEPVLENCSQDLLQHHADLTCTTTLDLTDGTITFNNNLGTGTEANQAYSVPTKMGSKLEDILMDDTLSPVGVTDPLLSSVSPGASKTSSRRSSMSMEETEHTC
The depositor's hits bear a star; & = joins results of further samples.

Structure | TEAD-YAP inh | GPR151 activ | FBW7 activator | MITF primary
COC(=O)c1sccc1NC(=O)c1ccoc1C | 10 | 0.9 | 0.1 | 6
CC1=NN2C(C1)c1ccccc1OC21C(=O)Nc2ccccc21 (centres undefined) | -9 | 0.5 | 0.3 | 9
CCOc1ccc(OCCSc2nc3ccccc3n2CC(N)=O)cc1 | 3 | 0.0 | 0.0 | 3
CN(C)C(=O)CSc1nnc(Cc2ccc([N+](=O)[O-])cc2)o1 | 5 | 0.0 | -0.1 | 17
COc1ccc(C(=O)N2CCN(Cc3ccccc3F)CC2)cc1OC | 8 | -0.9 | -0.1 | 49
CCOc1ccccc1-n1c(=O)c(C#N)cc2c(=O)n3cc(C)ccc3nc21 | -2 | 0.0 | 0.1 | -5
O=C(NCCc1cnccn1)c1cc(COc2ccc3ncccc3c2)on1 | 10 | -0.8 | 0.0 | 8
Cc1ccc2nc(-c3ccncc3)cc(C(=O)NC3CCN(C)CC3)c2c1 | -3 | -2.4 | -0.2 | -9
COc1cc(C(=O)OCCN2C(=O)C3C4c5ccccc5C(c5ccccc54)C3C2=O)cc(OC)c1OC (centres undefined) | 10 | -1.6 | 0.0 | -9
COC(=O)C(C(=O)OC)c1cc(Br)c2noc3c2c1C(=O)c1ccccc1-3 | 9 | -1.4 | -0.2 | 15
O=C(/C=C/c1cccs1)Nc1sc2c(c1C(=O)O)CCCC2 | 27 | -0.3 | -0.1 | 2
O=C(CSc1nc(NCC2CCCO2)c2ccccc2n1)NCC1CCCO1 (centres undefined) | 8 | 0.1 | 0.0 | -1
O=[N+]([O-])c1ccc(N2CCN(S(=O)(=O)/C=C/c3ccccc3)CC2)cc1 | 5 | -0.5 | -0.1 | -8
Cc1ccccc1COC(=O)Nc1ccc(-c2cn[nH]c2)cc1OCCN(C)C | -3 | -0.8 | 0.3 | 15
Cc1ccc(O)c(-c2cc(-c3ccc(F)cc3)n[nH]2)c1 | -31 | -0.1 | -0.1 | 13
O=C1CCCc2c1cc(C(=O)Nc1cccc([N+](=O)[O-])c1)c(=O)n2-c1ccc(Cl)cc1 | -5 | 0.2 | 0.1 | -6
CCn1c(=O)n(CC(=O)Nc2ccc(C)cc2Br)c(=O)c2ccccc21 | -10 | -0.2 | 0.3 | 19
Cc1c(NC(=O)CSc2ncccn2)c(=O)n(-c2ccccc2)n1C | 9 | -1.6 | -0.1 | -1
Cc1nn(C)cc1CN1CCN(Cc2ccsc2)C(CCO)C1 (centres undefined) | 10 | -0.1 | 0.2 | 6
Cc1ccn2cc(-c3ccc(NC(=O)CCc4ccccc4)cc3)nc2n1 | -26 | -1.8 | 0.1 | -9
C=C(C)Cn1c(SCC(=O)N2CCc3ccccc32)nc2sc3c(c2c1=O)CCC3 | -1 | -1.7 | 0.0 | 16
NC(=O)c1c(NC(=O)COc2ccc3ccccc3c2)sc2c1CCCC2 | 0 | 1.4 | 0.5 | -8
COC(=O)c1cc(NS(=O)(=O)c2ccc(Cl)c(NC(=O)c3ccc([N+](=O)[O-])cc3)c2)cc(C(=O)OC)c1 | -1 | 0.0 | -0.1 | 12
CC[C@H](C)[C@@H]1NC(=O)[C@@H]2C[C@H](NC(=O)Nc3cccc(Cl)c3C)CN2C1=O | -1 | -0.5 | 0.1 | 12
CCOC(=O)CCn1c(=O)c2c(nc3n(-c4ccccc4)c(C)cn23)n(C)c1=O | -4 | -1.0 | 0.0 | -2
O=C1CSC(c2cccc(F)c2)N1c1c(F)cccc1F (centres undefined) | -4 | -0.3 | -0.1 | 2
O=C(NC(NCCc1c[nH]c2ccccc12)(C(F)(F)F)C(F)(F)F)c1cccc(Cl)c1 | -5 | -0.1 | 0.0 | -2
COc1ccc2c(c1)CC(C(=O)Nc1ccc(-c3cn[nH]c3)cc1OCC(=O)N(C)C)CO2 (centres undefined) | -1 | -1.2 | -0.5 | 3
COc1ccc(-c2nnc3cccc(Cl)n23)cc1 | -6 | -1.5 | 0.5 | 11
COc1ccc(C2C(C(=O)NCC3CCCO3)c3ccccc3C(=O)N2C2CCCCC2)cc1 (centres undefined) | -2 | 0.2 | -0.1 | -1
O=C(c1ccc2c(c1)C(=O)N(c1ccncc1)C2=O)c1ccc2c(c1)C(=O)N(c1ccncc1)C2=O | -6 | 0.3 | 0.8 | 36
Cc1ccc(NC(=O)c2cccs2)cc1C | -54 | -7.0 | 0.1 | 15
COc1ccc(OCCCOc2ccc(C)cc2OC)cc1 | -5 | -1.1 | 0.3 | -3
CC(=O)N1CCOc2cc(S(=O)(=O)N3CCCc4ccccc43)c(Cl)cc21 | -11 | -1.5 | 0.1 | -6
COC(=O)c1c(NC(=O)c2cc(-c3cccc(OC)c3)nc3ccccc23)sc2c1CCC2 | -3 | 0.3 | 0.1 | -8
Cc1cccn2c(=O)c3cc(C(=O)N4CCC(C)CC4)sc3nc12 | -8 | 0.7 | -0.1 | 10
O=C1NCCN(CC(c2ccccc2)c2ccccc2)C1CC(=O)N1CCC(O)CC1 (centres undefined) | -2 | -1.1 | 0.0 | 24
COCc1cc(C)nc2sc(C(=O)OC(C)C)c(N)c12 | -14 | -1.0 | 1.1 | -10
COc1cc(/C=C(\C#N)C(N)=O)ccc1OCCSc1ccc(C)cc1 | 0 | 2.6 | 0.1 | 7
O=C(CN1CCCC1)Nc1cccc(OC(F)(F)F)c1 | 5 | -0.3 | -0.1 | 14
CCOc1cc(C(=O)O)cc(I)c1OCC | -3 | 0.9 | 0.2 | -6
CC(=O)C1=C(C)NC(SCC(N)=O)=C(C#N)C1c1sccc1C (centres undefined) | 7 | 0.1 | 0.6 | -4
Cc1ncc2c(c1CNC(=O)CN1CCCCC1)CCN(C(=O)CC1CCCCC1)C2 | 2 | -0.9 | -0.1 | -3
Cc1cnc(Nc2nc3ccccc3n2C)nc1Nc1ccc2c(c1)OCO2 | 32* | -0.2 | -0.1 | 4
COC(=O)CSc1nnc(-c2ccccc2Cl)o1 | -2 | 0.9 | 0.0 | 14

Results in TEAD-YAP inh, for some of the entries so far:
Molecule	TEAD-YAP inh
COc1cc(/C=C(\C#N)C(N)=O)ccc1OCCSc1ccc(C)cc1	0
O=C(CN1CCCC1)Nc1cccc(OC(F)(F)F)c1	5

Carrying on:
Structure | TEAD-YAP inh | GPR151 activ | FBW7 activator | MITF primary
COC(=O)c1ccc(OCC2c3cc(OC)c(OC)cc3CCN2C(=O)C(C)C)cc1 (centres undefined) | -15 | 2.0 | -0.1 | -2
COC(=O)[C@@H]1CCCN1C(=O)Cc1ccc(N2CCC(NCc3ccon3)CC2)cc1 | 4 | -0.9 | -0.1 | 8
COc1ccc2cnn(-c3nc4ccccc4s3)c(=O)c2c1OC | -25 | -0.2 | 0.1 | -5
O=C(NCc1ccccc1)N1CCC(CN2CCc3ccccc3C2)CC1 | -7 | -2.4 | -0.1 | 4
CCOC(=O)c1ccc(-n2c(=S)sc3c2nc(SCC(=O)N(CC)CC)n2c4ccccc4nc32)cc1 | -1 | 1.0 | 0.0 | -1
Cc1cccc(NC(=O)C2CC3CCC2C3)n1 (centres undefined) | -60 | -0.1 | -0.3 | -1
CCOC(=O)Nc1cc(S(=O)(=O)N(CC)c2ccccc2)ccc1Cl | 12 | 1.8 | 0.0 | 2
Cn1c(SCCN2CCCCC2)nnc1C1CCN(C/C=C/c2ccco2)CC1 | -8 | 1.2 | -0.1 | -15
COc1ccccc1NC(=O)C1CC12CCN(CCC(C)c1ccc(C)o1)CC2 (centres undefined) | 8 | -0.8 | 0.5 | 4
CC1CN(c2ncnc3scc(-c4ccc(Cl)cc4)c23)CC(C)O1 (centres undefined) | -6 | -0.8 | -0.3 | -24
N#Cc1c(N)nc2sc(C(=O)c3ccc([N+](=O)[O-])cc3)c(N)c2c1-c1ccccc1 | 5 | 0.0 | -0.1 | -10
CCS(=O)(=O)c1ncc(Cl)c(C(=O)Nc2ccccc2Br)n1 | 36* | 0.2 | 0.0 | -2
CC(C)CCOc1ccc(NC(=S)Nc2ccc(OCCC(C)C)cc2)cc1 | -3 | -0.2&-1.3 | 0.0 | -159&-10
Cc1cc(CN(C)C(=O)CC2(c3ccccc3Cl)CC(=O)N(C3CCCC3)C2=O)on1 (centres undefined) | -2 | -1.8 | 0.3 | 10
COc1ccccc1N1C(=O)c2ccc(-c3nc4cc(Cl)ccc4c(=O)o3)cc2C1=O | 4 | -0.1 | 0.0 | 1

Four entries already listed, ordered by SMILES length, lowest first.
Structure | TEAD-YAP inh | GPR151 activ | FBW7 activator | MITF primary
COC(=O)CSc1nnc(-c2ccccc2Cl)o1 | -2 | 0.9 | 0.0 | 14
COCc1cc(C)nc2sc(C(=O)OC(C)C)c(N)c12 | -14 | -1.0 | 1.1 | -10
Cc1ccc2nc(-c3ccncc3)cc(C(=O)NC3CCN(C)CC3)c2c1 | -3 | -2.4 | -0.2 | -9
COC(=O)C(C(=O)OC)c1cc(Br)c2noc3c2c1C(=O)c1ccccc1-3 | 9 | -1.4 | -0.2 | 15

(continued)
Structure | TEAD-YAP inh | GPR151 activ | FBW7 activator | MITF primary
O=C1C2=C(Nc3ncnn3C2c2ccccc2)c2ccccc21 (centres undefined) | 1 | 2.5 | 0.0 | -4
COc1ccc(NC(=O)/C(C#N)=C\c2c(F)cccc2Cl)cc1 | 2 | 1.0 | 0.0 | 1
COC(=O)c1c(NC(=O)c2ccco2)sc2c1CCCC2 | -5 | 0.9 | 0.0 | -15
COc1cccc(NC(=O)CSc2nnnn2-c2ccccc2)c1 | 2 | -1.1 | -0.1 | -8
Cc1ccc(C(C)C)c(OCC(O)Cn2c(N3CCCC3)nc3c2c(=O)n(C)c(=O)n3C)c1 (centres undefined) | 8 | 2.1 | -0.1 | 0
CCN(CC)S(=O)(=O)c1cccc(C(=O)Nc2ccccc2C(=O)NCc2ccccc2)c1 | -5 | 1.5 | -0.1 | 2
CN(C)c1cccc2c(C=C(C#N)C#N)ccc(N(C)C)c12 | 7 | -0.9 | -0.3 | 4
Cn1nnnc1SCC(=O)N1CCCc2ccccc21 | -6 | 0.3 | 0.2 | -1
CCOc1ccccc1N(C)S(=O)(=O)c1ccc2[nH]cc(C(=O)NCc3cccnc3)c(=O)c2c1 | 63* | -0.1 | 0.0 | 15
O=C(Cc1ccccc1Br)N1CC(=O)N(CCc2ccccc2)C(=O)C1 | -3 | 0.0 | -0.1 | -1
Nc1ncc([N+](=O)[O-])c(Oc2ccccc2F)n1 | -1 | -0.2 | -0.3 | 5
CCc1nc2ccccc2c(=O)n1NC(=O)c1c(O)c2ccccc2[nH]c1=O | 0 | -1.8 | 0.6 | -4
CCCOc1ccccc1NC(=O)COc1ccc(C#N)cc1 | 5 | 12* | 0.1 | 5
CC(C)CCN1C(=O)C2C(C(=O)Nc3ccc(C(C)C)cc3)C3C=CC2(O3)C1C(=O)NC1CCCC(C)C1C (centres undefined) | 8 | -0.2 | -0.2 | -6
CCN(CC)C(=O)C1CCCN(Cc2cc(Br)c(OC)cc2OC)C1 (centres undefined) | -17 | 1.6 | -0.1 | 34
CO/N=C(\C)c1ccc(OCCOc2ccc(/C(C)=N/OC)cc2)cc1 | -8 | -0.4 | -0.1 | 4
COc1ccc(-c2nc(CS(=O)(=O)CC(=O)NC3CCC(C)CC3)c(C)o2)cc1 (centres undefined) | 2 | -0.1 | -0.4 | 5
COc1ccc(C(=O)c2c(N)c(C(=O)Nc3cc(Cl)ccc3C)c3ccccn23)cc1 | 16 | 1.2 | -0.1 | 19
CC(C)CC(c1nnnn1C(C)C)N1CCN(c2ccccc2F)CC1 (centres undefined) | 5 | -0.5 | -0.2 | 6
Cc1nc(N2CCCC2C(=O)NC2C3CC4CC2CC(O)(C4)C3)nc2ccccc12 (centres undefined) | 2 | -0.1 | -0.2 | 2
CCOC(=O)c1c[nH]c2c3c(ccc2c1=O)CCCC3 | -8 | 0.4 | 0.0 | -1
CC1=C(C(=O)OCCOc2ccccc2)C(c2cccc(Br)c2)C2=C(CCCC2=O)N1 (centres undefined) | 2 | -2.4 | -0.1 | 8
Cc1ccc2c(c1)-c1c(cnn1CC(=O)NCCC1=CCCCC1)CO2 | 2 | 0.3 | 0.0 | -1
CCC(CC)NS(=O)(=O)c1ccc(Cl)cc1 | 6 | -1.2 | 0.0 | 2
COc1ccc(-c2nc3cc(NC(=O)Cc4ccc(Cl)cc4)ccc3o2)cc1OC | -1 | 1.2 | 0.1 | 11
COCc1nn2c(N)c(C#N)cnc2c1-c1ccccc1 | -4 | 2.1 | 0.0 | 15
COc1ccc(S(=O)(=O)N(CC(=O)Nc2ccc(Cl)cc2)c2ccc(C)cc2)cc1 | 1 | 0.0 | 0.1 | 7
Cc1ccccc1C(=O)Nc1cccc(NC(=O)CC(C)C)c1 | 3 | -0.6 | 0.0 | -4

Looked up by structure from the list above (four):
Structure | TEAD-YAP inh | GPR151 activ | FBW7 activator | MITF primary
CO/N=C(\C)c1ccc(OCCOc2ccc(/C(C)=N/OC)cc2)cc1 | -8 | -0.4 | -0.1 | 4
Cc1ccccc1C(=O)Nc1cccc(NC(=O)CC(C)C)c1 | 3 | -0.6 | 0.0 | -4
COc1ccc(S(=O)(=O)N(CC(=O)Nc2ccc(Cl)cc2)c2ccc(C)cc2)cc1 | 1 | 0.0 | 0.1 | 7
CCC(CC)NS(=O)(=O)c1ccc(Cl)cc1 | 6 | -1.2 | 0.0 | 2
